# Screening data as filed in PubChem.
# OPRM1-OPRD1 ag – agonists of human mu-delta opioid receptor heterodimerization; P35372+P41143; hit rate 0.3% among 340,000; activation, % at 9.3 µM; cells, OPRM1-OPRD1 heterodimerization, luminescence; in the data active means activation above about 18%;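 further: 0% = vehicle-treated cells and 100% = reference agonist; values of inactives mirror those of a sister screen read the other way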
# PKA-R1A activ – activates the PKA-R1A holoenzyme complex. P00514+P68181. PKA-R1A dissociation, Cy5-IP20 fluorescence polarization; scaled: DMSO 0%, 113 µM cGMP 100%. activation, % at 11.4 µM. hit rate 0.083% among 340,000. AID 504707;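 active means percent activation above the mean of all tested compounds plus 3 SD, cut at about 19% in these data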;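 further: higher means more PKAc released from R1A so a rise in polarization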
# AddAB inh – less growth of phage-infected E. coli with AddAB. E. coli expressing H. pylori AddAB, absorbance growth. inhibition, % at 11.9 µM. hit rate 0.29% among 330,000. AID 435030; in the data active means inhibition above about 12%;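 further: 0% = vehicle wells of infected cells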
# SUMO Mot1 rescue – blocks SUMOylation pathway, rescuing yeast Mot1-301 growth; growth rescue, % at 18.8 µM; hit rate 1% among 320,000; S. cerevisiae Mot1-301 growth rescue, ATP luminescence, 38.5C; percent above DMSO median, 100 means doubled;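 active means every valid replicate shows activation above 250% relative to neutral control wells; inactive means the rest, any valid replicate at or below 250%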;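 further: OY570 slx delta 5 strain wells were the positive control but not used for scaling; some compounds called inactive have numbers as strong as hits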
# PKA-R2B activ – activates the human PKA-R2B holoenzyme complex; P22694+P31323; PKA-R2B holoenzyme dissociation, Cy5-IP20 fluorescence polarization; R2B truncated from residue 108, S112A mutant; 0% DMSO only, 100% 113 µM cGMP; activation, % at 11.4 µM; hit rate 0.079% among 340,000; AID 504700;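 active means activation above a cutoff set at the mean over all compounds plus 3 SD, cut at about 18% in these data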;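 further: higher means more holoenzyme dissociation and a rise in polarization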
# Target sequence (P31323 whole entry, looked up, other chains not shown, the tested form may be a part): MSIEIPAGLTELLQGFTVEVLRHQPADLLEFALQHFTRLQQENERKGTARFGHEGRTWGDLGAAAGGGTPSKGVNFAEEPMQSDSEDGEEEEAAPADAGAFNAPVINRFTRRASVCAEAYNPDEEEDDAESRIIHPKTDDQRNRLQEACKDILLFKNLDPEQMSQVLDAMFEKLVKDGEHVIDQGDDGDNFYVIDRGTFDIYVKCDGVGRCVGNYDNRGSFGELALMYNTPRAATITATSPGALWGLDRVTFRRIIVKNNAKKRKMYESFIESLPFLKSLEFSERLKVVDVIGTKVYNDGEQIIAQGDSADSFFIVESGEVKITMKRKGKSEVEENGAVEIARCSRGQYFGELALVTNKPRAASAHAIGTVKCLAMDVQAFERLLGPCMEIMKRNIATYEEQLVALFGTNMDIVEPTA
# HTR5A inv ag – inverse agonist of human HTR5A in OPRM1-OPRD1 counter-screen. hit rate 0.083% among 340,000. P47898. HTR5A cell line, luminescence, inverse agonism. inhibition, % at 9.3 µM; in the data active means inhibition mostly above about 23%, no sharp cut-off; inactive means mostly below about 18%;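 further: 0% = cells with DMSO and 100% = no-cell wells with DMSO; some compounds called inactive have numbers as strong as hits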
# Target sequence (P47898 whole entry, looked up): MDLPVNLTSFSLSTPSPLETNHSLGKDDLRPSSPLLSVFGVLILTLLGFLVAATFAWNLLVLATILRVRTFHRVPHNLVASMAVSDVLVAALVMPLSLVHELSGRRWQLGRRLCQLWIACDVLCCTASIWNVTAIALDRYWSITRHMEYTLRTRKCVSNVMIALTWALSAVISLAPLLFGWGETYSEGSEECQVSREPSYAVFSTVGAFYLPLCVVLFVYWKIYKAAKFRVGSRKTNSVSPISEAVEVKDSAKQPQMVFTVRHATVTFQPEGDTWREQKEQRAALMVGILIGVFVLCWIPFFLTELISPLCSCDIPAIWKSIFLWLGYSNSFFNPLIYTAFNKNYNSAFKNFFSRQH
# phage Ecoli inh – E. coli growth loss with phage present; inhibition, % at 11.9 µM; hit rate 0.26% among 360,000; growth absorbance; in the data active means inhibition above about 11%
# MOR-DOR inv ag – inverse agonists of human mu-delta opioid receptor heterodimerization; hit rate 0.21% among 340,000; cell-based MOR-DOR heterodimer luminescence, inverse agonism; P35372+P41143; inhibition, % at 9.3 µM; AID 504357; in the data active means inhibition above about 22%, passing the limit was not always enough;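 further: 0% = cells with DMSO and 100% = wells without cells with DMSO; values of inactives mirror those of a sister screen read the other way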
# PfHsp90 set2 – growth inhibition of yeast expressing Plasmodium Hsp90; AID 504621; hit rate 0.32% among 310,000; S. cerevisiae expressing PfHsp90, BacTiter-Glo ATP, 48 h; yeast lacking PDR1 and PDR3 efflux regulators; inhibition, % at 9.4 µM;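 active means every replicate shows inhibition above about 80%, whatever the replicate mean, limit read from the data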;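 further: 0% = DMSO neutral controls and 100% = 20 µM radicicol positive controls; yeast relying on Plasmodium falciparum Hsp90 in place of its own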
# Tat transport – E. coli Tat transport inhibition. E. coli MC4100 TorA-mCherry Tat export, fluorescence. inhibition, % at 10 µM. hit rate 0.036% among 340,000;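 active means mean replicate inhibition at least 50% and at least half of replicates individually reaching 50%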;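 further: exported cargo escapes ClpAP degradation while cytoplasmic cargo is degraded and loses fluorescence; 0% = median of neutral control wells and 100% = median of NaSCN control wells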
# E coli growth – bacterial growth inhibition, counter-screen for AddAB inhibitors. E. coli V3065 growth, OD600 absorbance, 18 h. inhibition, % at 11.9 µM. hit rate 0.27% among 330,000. AID 449728;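 active means inhibition above the campaign's mean inhibition across all tested compounds plus 3 SD, cut at about 9.9% in these data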;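 further: uninfected addAB+ strain grown without phage in ampicillin broth; 0% = DMSO wells and 100% = ciprofloxacin 0.95 µg/ml wells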
# Active calls of the source: *; · = no result given; + = active, no number.
SMILES,OPRM1-OPRD1 ag,PKA-R1A activ,AddAB inh,SUMO Mot1 rescue,PKA-R2B activ,HTR5A inv ag,phage Ecoli inh,MOR-DOR inv ag,PfHsp90 set2,Tat transport,E coli growth
Cc1ccc(-n2nc(C)c3c2OC(N)=C(C#N)C3c2ccncc2)cc1 (stereo not drawn),-3.3,-4,4.0,18,6,13,3.0,20,0,-13,2.8
COc1ccc(NC(=O)CCC(=O)c2ccc(Cl)cc2)cn1,-1.5,9,0.3,-7,7,14,1.2,6,-16,-6,-2.3
O=C(NCc1ccc2c(c1)OCO2)C1CCC(CNc2c(N3CCCC3)c(=O)c2=O)CC1 (stereo not drawn),-1.9,-4,-0.9,-10,3,-6,-0.2,11,15,-10,0.9
CCn1c(SCC(=O)Nc2ccccc2)nc2ccccc2c1=O,1.3,4,3.3,10,3,-8,3.2,-6,-4,-12,-3.2
CN(C)CCC(C(=O)c1ccccc1)c1ccncc1 (stereo not drawn),-0.8,8,·,·,6,17,2.4,4,16,1,·
O=C(CSc1nc2ccc(Cl)cc2[nH]1)c1ccc2c(c1)OCO2,1.8,0,1.1,7,-8,-21,-0.9,-11,-21,-2,0.2
Cn1cccc1C(=O)NNC(=O)c1ccccc1Br,-0.8,-5,-1.4,7,-7,-1,1.9,4,-28,16,-1.2
Cc1nnc(C)n1/N=C/c1ccc2c(c1)OCCO2,-1.2,-11,0.7,4,-2,17,2.0,7,·,-9,0.6
CC(C)(C)CN1CCN(Cc2cccnc2)CC1CCO (stereo not drawn),-2.0,-3,4.3,0,-1,-27,-0.3,10,-10,-1,1.2
COc1ccc(CCNC(=O)c2cc(-c3cc(Cl)ccc3O)n[nH]2)cc1OC,-2.0,-11,4.8,-1,4,0,2.1,11,-3,2,0.5
Cc1cc(C)c2c(N)c(C(=O)c3ccc(Cl)cc3Cl)sc2n1,9.7,11,4.3,97,-1,-10,0.0,-54,29,3,1.2
CCOC(=O)C1CCN(S(=O)(=O)c2ccc3c(c2)CCCN3C(C)=O)CC1,-1.4,-1,3.4,-12,1,-38,0.8,8,8,14,-2.3
O=[N+]([O-])c1ccc(N2CCN(S(=O)(=O)c3ccccc3)CC2)cc1,-2.0,-4,0.0,-13,-6,-23,0.2,10,1,-10,0.2
CN(C)CCNC(=O)Cn1ccc2cc(S(=O)(=O)N3CCCCCC3)ccc21,-2.7,-1,0.8,4,-8,-27,-0.5,14,18,-4,-2.3
Cc1noc(N)c1C(=O)Nc1ccccc1F,1.2,-6,-3.1,-22,-7,8,0.6,-7,20,-1,0.6
O=S(c1ccccc1)c1ccccc1,0.3,1,·,·,2,-14,2.4,-2,-19,-8,·
O=C(NCc1ccco1)c1ccc([N+](=O)[O-])o1,5.5,-9,35*,231,2,3,8.4,-27,·,-2,9.5
CCC(=O)NCc1c(Cl)cccc1-n1cccc1,-0.6,-4,3.0,-2,14,2,1.6,3,-12,17,0.1
COc1ccc(NC(=O)C(=O)NCC(c2ccco2)N2CCc3ccccc32)cc1 (stereo not drawn),-0.8,-13,-1.5,18,-13,3,·,4,·,-4,-1.6
CCC(C)(C)C1CCC2(CC1)NC(=O)N(CC(=O)Nc1cc(C(F)(F)F)ccc1N1CCOCC1)C2=O (stereo not drawn),0.9,-6,0.3,90,-5,-24,2.0,-5,-15,-3,-1.4
N/C(=N\OC(=O)c1ccc2c(c1)OCO2)c1ccc([N+](=O)[O-])cc1,8.5,2,4.0,11,-4,2,2.4,-61,4,2,-3.5
COc1ccc(F)cc1C(=O)C1CCCN(C(=O)CCc2ccccn2)C1 (stereo not drawn),-2.0,-1,-0.6,2,-10,-16,2.2,10,-11,3,-0.9
O=c1cc(-c2ccccc2)cc(-c2ccccc2)n1O,4.7,-3,17*,12,-3,-31,19*,-27,+,9,21*
Oc1ccc(Br)cc1-c1cc(-c2ccccc2)n[nH]1,5.2,-7,4.8,233,-1,6,1.6,-31,-4,-1,-0.6
CCOc1ccccc1NC(=O)COn1nnc2ccc(Cl)cc21,3.2,-10,2.7,1,1,-13,3.5,-19,-5,3,1.1

# Following part:
SMILES,OPRM1-OPRD1 ag,PKA-R1A activ,AddAB inh,SUMO Mot1 rescue,PKA-R2B activ,HTR5A inv ag,phage Ecoli inh,MOR-DOR inv ag,PfHsp90 set2,Tat transport,E coli growth
O=C(NCC1CCCO1)C1CCC(=O)N1CCc1ccccc1 (stereo not drawn),-3.1,-2,-2.3,14,6,7,2.3,18,12,-7,1.2
CC(C)(C)N1NC2(CCCCC2)NC1=S,-0.2,-10,6.5,8,-9,-15,0.9,1,·,0,-1.0
Cc1cccc(/C(N)=N/OC(=O)c2cccnc2)c1,-0.2,7,4.5,3,-1,-8,0.5,2,-47,1,-0.4
C/C(=N\NC(=O)c1c(C)nc2ccccn12)c1ccc(C(C)(C)C)cc1,-0.8,-7,1.9,141,2,-12,-0.5,5,-4,4,-0.9
Cc1ccc(NC(=O)N(CCCN2CCOCC2)Cc2cccs2)cc1C,3.3,-9,0.8,120,-4,10,1.9,-20,-8,-2,-0.5
C/C(CC(=O)Nc1cccc(C(F)(F)F)c1)=N\NC(=O)Cc1ccccc1,-1.4,-3,2.6,-1,-10,8,1.7,7,41,-7,-3.2
O=C(COc1ccc(Cl)cc1)N1CCN(C(=O)c2cccc(F)c2)CC1,0.0,1,2.2,4,-3,-21,2.9,0,13,1,-0.2
COC(=O)C1(CCSC)NC(c2ccccc2F)C2C(=O)N(c3ccc4c(c3)OCCO4)C(=O)C21 (stereo not drawn),2.4,2,6.2,3,-5,-2,-0.8,-11,2,-3,0.3
CCOC(=O)N(NC(=O)C(O)(C(C)C)C(C)C)c1ccccc1,-1.9,-2,4.9,132,-4,6,2.8,10,21,-5,-2.0
COc1ccc(Cl)cc1NCCC(O)c1ccc(F)cc1 (stereo not drawn),1.5,-14,-0.3,-14,-1,-7,2.4,-8,-15,2,0.6
Cc1cc(C(=O)Nc2ccccc2)oc1C,3.7,-2,5.8,-10,4,18,3.1,-22,-8,-4,0.9
O=S(=O)(Nc1ccccc1N1CCOCC1)c1c(F)cc(F)cc1Br,1.3,-5,1.9,-31,2,8,2.5,-5,·,-2,-1.5
O=C(CNC(=O)C1CCCCC1)NNC(=O)c1ccc(Cl)cc1Cl,-1.6,-15,2.0,-6,2,18,0.9,8,-9,-10,-2.6
CCCN(CCO)Cc1ccc(Cl)c(Cl)c1,0.1,-7,0.0,3,-8,-19,1.3,0,-27,-3,-0.2
N/C(=N\OS(=O)(=O)c1ccccc1)c1ccncc1,6.6,0,2.5,6,-4,-2,2.4,-39,-3,20,1.9
O=C(Nc1ccc([N+](=O)[O-])cc1)C1COc2ccccc2O1 (stereo not drawn),-2.3,2,2.0,8,-8,5,4.6,13,3,-1,-1.6
CCCNC(=O)c1ccc(N2CCC3(CC2)CC(c2ccccc2)=NO3)c(N)c1,-3.2,-11,3.1,-11,-12,0,4.6,19,6,2,-1.4
Cn1cc(CN2CCCC(C(=O)c3ccc(-c4ccccc4)c(F)c3)C2)cn1 (stereo not drawn),4.6,2,-1.5,-20,8,-4,5.3,-23,1,0,-0.3
Cc1ccc(S(=O)(=O)n2c(CN3CCCC(C)C3)nc3ccccc32)cc1 (stereo not drawn),2.3,10,-1.1,19,-5,4,-1.8,-13,9,0,-1.4
N#CC1=C(N)SC2(CCCCC2)SC1c1ccccc1 (stereo not drawn),-2.9,5,-1.6,-8,-5,21,·,12,11,-2,-0.4
COC(=O)c1cc(S(=O)(=O)N2CCOCC2)c(Cl)cc1N1CCOCC1,-3.3,3,0.1,8,-3,-6,1.3,15,-12,3,0.9
Nc1nnc(SCC(=O)N2CCN(c3cccc(Cl)c3)CC2)n1-c1ccccc1,-2.6,-12,1.6,22,-19,6,2.9,12,·,4,0.2
COc1ccccc1N1CCN(C(=O)CCNC(=O)c2ccco2)CC1,-1.1,3,-0.8,-8,1,12,5.3,5,·,3,0.5
CCOc1ccc(CCNC(=O)COC(=O)c2nccnc2N)cc1OCC,-0.3,3,2.4,-14,-6,6,2.1,1,25,-1,3.0
CS(=O)(=O)N(Cc1ccc(C(=O)NN=C2CCCC2)cc1)c1ccccc1,-3.1,0,3.8,5,-6,-3,4.8,16,13,3,0.5

# As a working copy, eight of the compounds above.
SMILES,OPRM1-OPRD1 ag,PKA-R1A activ,AddAB inh,SUMO Mot1 rescue,PKA-R2B activ,HTR5A inv ag,phage Ecoli inh,MOR-DOR inv ag,PfHsp90 set2,Tat transport,E coli growth
O=C(NCC1CCCO1)C1CCC(=O)N1CCc1ccccc1 (stereo not drawn),-3.1,-2,-2.3,14,6,7,2.3,18,12,-7,1.2
CC(C)(C)N1NC2(CCCCC2)NC1=S,-0.2,-10,6.5,8,-9,-15,0.9,1,·,0,-1.0
Cc1cccc(/C(N)=N/OC(=O)c2cccnc2)c1,-0.2,7,4.5,3,-1,-8,0.5,2,-47,1,-0.4
C/C(=N\NC(=O)c1c(C)nc2ccccn12)c1ccc(C(C)(C)C)cc1,-0.8,-7,1.9,141,2,-12,-0.5,5,-4,4,-0.9
Cc1ccc(NC(=O)N(CCCN2CCOCC2)Cc2cccs2)cc1C,3.3,-9,0.8,120,-4,10,1.9,-20,-8,-2,-0.5
C/C(CC(=O)Nc1cccc(C(F)(F)F)c1)=N\NC(=O)Cc1ccccc1,-1.4,-3,2.6,-1,-10,8,1.7,7,41,-7,-3.2
O=C(COc1ccc(Cl)cc1)N1CCN(C(=O)c2cccc(F)c2)CC1,0.0,1,2.2,4,-3,-21,2.9,0,13,1,-0.2
COC(=O)C1(CCSC)NC(c2ccccc2F)C2C(=O)N(c3ccc4c(c3)OCCO4)C(=O)C21 (stereo not drawn),2.4,2,6.2,3,-5,-2,-0.8,-11,2,-3,0.3

# (continued)
SMILES,OPRM1-OPRD1 ag,PKA-R1A activ,AddAB inh,SUMO Mot1 rescue,PKA-R2B activ,HTR5A inv ag,phage Ecoli inh,MOR-DOR inv ag,PfHsp90 set2,Tat transport,E coli growth
Cc1ccc(C(=O)Nc2ccc(N3CCN(C(=O)c4cccs4)CC3)cc2)c(Cl)c1,-0.8,15,0.2,0,6,-7,2.5,4,8,-1,-1.3
CCCNC(=O)CC1C(=O)N(Cc2ccccc2)C(C)c2nc3ccccc3n21 (stereo not drawn),·,-7,-0.8,-3,-8,·,3.1,·,56,-5,0.5
CCN(CC)C(=O)Cn1cnc2ccccc2c1=O,0.4,1,-2.1,-2,-9,-34,2.5,-2,·,-11,-2.0
CC(C)N1CCc2c(sc(NC(=O)c3ccc(S(=O)(=O)N4CCOCC4)cc3)c2C#N)C1,-2.4,6,0.7,-10,5,9,·,13,20,-5,1.1
Cc1cc2occ(CC(=O)N(C)CC(=O)Nc3cccc(F)c3)c2cc1C,4.5,-3,2.1,-2,-7,-14,2.6,-24,16,-1,-3.1
O=C(C1CCN(C2CC(=O)N(Cc3ccccc3)C2=O)CC1)N1CCCCCC1 (stereo not drawn),-3.6,-13,2.9,72,-4,22,1.4,15,15,1,1.4
